IAP activation: mouse intestinal phosphatase enzyme activation – biochemical, luminescence, single concentration, confirmation (AID 434970); purified mouse IAP, CDP-Star luminescence, 30 min; hits give low values; activity change, negative = activation, % at 10 µM; hit rate 2.9% among 11,000; in the data active = activity change below about -85%;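 note: percent relative to enzyme plus DMSO wells and wells without enzyme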
IAP activation Fold change: recorded beside IAP activation, whose call it bears; activation factor; measured here: IAP activation factor; hits give high values;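 fold luminescence change scaled to plate control wells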
* = called active by the depositor. This is a subset, so the mix of outcomes need not match the whole.

SMILES	IAP activation	IAP activation Fold change
CC1CC(C)CN(C(=O)c2cc(-c3ccccn3)nc3ccccc23)C1 (stereo not given)	3	0.97
Cc1cc2nc(CCN(C(=S)NCC(C)C)C3CCCC3)[nH]c2cc1C	-13	1.1
CCOC(=O)c1cc(CN2CCOCC2)oc1-c1ccccc1	-6	1.1
C=CCN(CC(=O)NCc1ccc(F)cc1)C(=O)c1csnn1	-3	1
COc1cccc(OCCc2c(C)n[nH]c2C)c1	-1	1
Cc1ccc(SCC(=O)N2CCOCC2)cc1	11	0.89
COc1ccc(CCNC(=O)C2CC(=O)N(c3ccccc3)C2)cc1OC (stereo not given)	3	0.97
COC(=O)c1c(NC(=O)CSc2ncnc3c2cnn3-c2ccccc2Cl)sc2c1CCCC2	6	0.94
CCOC(=O)C1CN(S(=O)(=O)c2ccccc2)c2cc(S(=O)(=O)CC)ccc2O1 (stereo not given)	0	1
Cc1cc2c(cc1C)CSC(c1c(O)ccc3ccccc13)SC2	-3	1
COc1cccc(Oc2cnc(N)nc2-c2ccc(OC)cc2O)c1	0	1
CCCCCC1C(=O)C[C@@H]2CCN3C(=O)CCC[C@H]1[C@H]23 (stereo not given in full)	2	0.98
N#CC(Cc1cc2ccccc2n1S(=O)(=O)c1ccccc1)OCc1ccccc1 (stereo not given)	5	0.95
O=C(Nc1ccccc1N1CCOCC1)c1ccccc1NS(=O)(=O)c1ccc(F)cc1	9	0.91
CCN(CC)S(=O)(=O)c1ccc(N2CCN(C)CC2)c(NC(=O)Nc2ccc(C)cc2)c1	-44	1.4
C=CCc1cccc(/C=N/c2ncn[nH]2)c1O	2	0.98
O=C(C1CC1)N1CCc2[nH]c3ccccc3c2C1	-2	1
CCOC(=O)C1=CN(Cc2cccc(F)c2)S(=O)(=O)N(C)C1c1ccc(C(F)(F)F)cc1 (stereo not given)	1	0.99
CCc1ccc(NC(=O)CN(C)S(=O)(=O)c2ccc3[nH]c(=O)oc3c2)cc1	61	0.39
Cc1cc(C)c2nc(C(F)(F)F)nc(NCCCN3CCCC3=O)c2c1	5	0.95
O=C(CCc1ccccc1)Nc1nc2nc(-c3ccccc3)cc(=O)n2[nH]1	10	0.9
O=C(NN1C(=O)/C(=C/c2ccc(O)c(O)c2)SC1=S)c1ccccc1	78	0.22
O=C(Nc1ccc(F)cc1F)Nc1csc2ccccc12	-77	1.8
Cc1ccc(S(=O)(=O)N(C)CC(=O)Nc2nc3ccccc3s2)cc1	7	0.93
CC(C)OCCCn1c(=S)[nH]c2ncccc2c1=O	16	0.84
Continuation.
SMILES	IAP activation	IAP activation Fold change
CC1CCN(c2nc(-c3ccncc3)nc3ccccc23)CC1	5	0.95
Cn1cc(NC(=O)Nc2ccc(C(F)(F)F)cc2)c(C(F)(F)F)n1	-86	1.9
Cc1cc(=O)c2ccccc2[nH]1	-2	1
CN1C2CCC1/C(=C\c1ccccc1)C(=O)/C2=C\c1ccccc1	9	0.91
COc1ccc(C2C(C(N)=O)=C(C)Nc3nc(-c4cccc(Cl)c4)nn32)cc1OC (stereo not given)	-5	1.1
CCSc1nc(-c2ccc(OC)cc2)ccc1C#N	5	0.95
Cc1ccc(S(=O)(=O)N(CC(=O)N2CCOCC2)CC(=O)N2CCOCC2)cc1	-1	1
COCCn1c(C)cc(C(=O)COc2nc3ccccc3nc2C)c1C	4	0.96
C=CCNc1cc(F)ccc1S(=O)(=O)NCC=C	-1	1
Cc1noc(C)c1COC(=O)c1ccccc1Sc1ccccc1C#N	9	0.91
COc1ccc(NC(=O)NC2CC3CCCC(C2)N3Cc2ccccc2)cc1 (stereo not given)	-171*	2.7*
COCCNC(=O)C(C)N(c1ccc(OC)cc1)S(C)(=O)=O (stereo not given)	5	0.95
CCC1(C)N(O)C(C)(C)C(c2ccc(F)cc2)=[N+]1[O-] (stereo not given)	3	0.97
COC(=O)c1ccccc1-c1ccc(/C=C2\C(=O)N(c3ccccc3)N=C2c2ccccc2)o1	20	0.8
CC(=O)C(C)Oc1cc(C)cc2oc(=O)c(C)c(C)c12 (stereo not given)	-4	1
Cc1ccc(Nc2cc(-n3nc(C)cc3C)ncn2)c(C)c1	2	0.98
O=C(CSc1nnc(-c2ccccc2F)n1C1CCCCC1)N1CCCC1	3	0.97
C#CCN1Cc2ccccc2Oc2cc(Br)ccc2S1(=O)=O	2	0.98
CN1c2ccccc2C(O)=C(C(=S)Nc2ccccc2)S1(=O)=O	3	0.97
COc1ccc(COC(=O)Nc2cc3c(C(F)(F)F)nn(C)c3s2)cc1	-23	1.2
FC(F)(F)c1nc(N2CCN(c3ccccc3)CC2)nc2c1CCCCC2	7	0.93
CN(C)c1nc(NCc2ccccc2)nc(SCC(=O)Nc2ccccc2)n1	-59	1.6
CCC(=O)Nc1ccc(OC)cc1OC	10	0.9
COc1cc2c(cc1OC)C(c1cc(OC)c(OC)c(OC)c1)NCC2 (stereo not given)	-10	1.1
O=C(N1CCN(c2ccc(F)cc2)CC1)C12CC3CC(CC(C3)C1)C2	-11	1.1

By substructure: those above with a CF3 group (5)
SMILES	IAP activation	IAP activation Fold change
CCOC(=O)C1=CN(Cc2cccc(F)c2)S(=O)(=O)N(C)C1c1ccc(C(F)(F)F)cc1 (stereo not given)	1	0.99
Cc1cc(C)c2nc(C(F)(F)F)nc(NCCCN3CCCC3=O)c2c1	5	0.95
Cn1cc(NC(=O)Nc2ccc(C(F)(F)F)cc2)c(C(F)(F)F)n1	-86	1.9
COc1ccc(COC(=O)Nc2cc3c(C(F)(F)F)nn(C)c3s2)cc1	-23	1.2
FC(F)(F)c1nc(N2CCN(c3ccccc3)CC2)nc2c1CCCCC2	7	0.93

Other records
SMILES	IAP activation	IAP activation Fold change
Cc1nnc(NCc2ccncc2)c2ccccc12	5	0.95
Cc1ccc(/C=C/C(O)=C2/C(=O)N(C)C3(C)CC2c2ccccc2O3)cc1 (stereo not given)	15	0.85
CCOC(=O)c1nnc(-c2ccccc2)o1	10	0.9
CCN(CC)S(=O)(=O)c1ccc(C(=O)OCCNC(=O)c2cccnc2)cc1	-7	1.1
O=C1c2cccnc2C(=O)N1Cc1ccc(Cl)cc1	5	0.95
CC1(C)Cc2ccccc2-c2c1c(=O)n(Cc1ccccc1)c1nnnn21	14	0.86
O=[N+]([O-])c1ccc(N2CCN(S(=O)(=O)c3ccc(Cl)cc3)CC2)cc1NCc1cccnc1	15	0.85
CC1CC(=O)Nc2ccccc2N1S(=O)(=O)c1ccccc1 (stereo not given)	9	0.91
O=C(Oc1cccc(NC(=O)c2ccco2)c1)c1ccc(Br)c(S(=O)(=O)N2CCCCC2)c1	9	0.91
CCCCOC(=O)Nc1nnc(CCOCC)s1	9	0.91
CC(=O)N1CCN(c2ccc(NCc3ccccc3)cc2)CC1	5	0.95
COc1ccc(-c2nc(C)c(C(C)=O)n2O)cc1	3	0.97
S=C(Nc1ccc(Oc2ccccc2)cc1)NC1CCCC1	-50	1.5
O=C(Nc1nc(-c2ccco2)c(-c2ccco2)s1)c1c(F)cccc1Cl	72	0.28
CCc1ccc(Oc2cc(C)nc(N)n2)cc1	11	0.89
Cc1ccc(Cl)cc1NC1=NC(=S)N(C(C)C)C12CCCCC2	-9	1.1
Cc1noc(C)c1C(=O)OCC(=O)Nc1ccccc1C(=O)NC(C)c1ccccc1 (stereo not given)	-4	1
O=C(Nc1ccc(F)cc1)Nc1csc2ccccc12	-94	1.9
CCc1cc(Cn2nc(-c3ccccc3)cc2C(=O)NCc2cccs2)on1	-89	1.9
COc1ccc(N2CCN(C(=O)CC(NC(N)=O)c3cccc(Oc4ccccc4)c3)CC2)cc1 (stereo not given)	0	1
COc1ccc(N2C(=O)C3CCCN3C2=O)cc1 (stereo not given)	4	0.96
O=Nc1c(O)n(Cc2cccc(Cl)c2)c2ccccc12	-7	1.1
CCN(CC)S(=O)(=O)c1ccc2oc(C(=O)NC(C)C)c(C)c2c1	-12	1.1
COCCNC(=O)C1CCC(=O)N(c2ccc(OC)cc2)C1c1ccc(OC)c(OC)c1 (stereo not given)	5	0.95
Cc1nc2ccccc2nc1CSc1nncs1	-3	1

2 successive entries out of the list so far, quoted:
SMILES	IAP activation	IAP activation Fold change
CCc1ccc(Oc2cc(C)nc(N)n2)cc1	11	0.89
Cc1ccc(Cl)cc1NC1=NC(=S)N(C(C)C)C12CCCCC2	-9	1.1

(more compounds)
SMILES	IAP activation	IAP activation Fold change
COc1ccc(Cc2nnc(NC(=O)Cc3cccs3)s2)cc1OC	19	0.81
CCn1c(SCC(=O)NC(=O)Nc2ccc3c(c2)OCCO3)nnc1-c1cccs1	-8	1.1
O=C(CCC1CCCC1)Nc1ccon1	6	0.94
O=C(c1ccc2c(c1)[nH]c(=S)n1c3ccccc3nc21)N1CCN(c2ncccn2)CC1	12	0.89
Cc1nn(-c2ccccc2)c(N)c1C(O)(CSc1nccn1C)C(F)(F)F (stereo not given)	-6	1.1
CCCc1cc(-n2cnc3ccccc32)n2c(nc3ccccc32)c1C#N	4	0.96
CCCCCCN(C(=O)CCCN1C(=O)NC(c2ccc([N+](=O)[O-])cc2)C(C(=O)OCc2ccccc2)=C1C)C(C)C(=O)NCCCC (stereo not given)	12	0.88
Nc1nc(SCc2ccccc2Cl)n[nH]1	13	0.87
CCOC(=O)CNc1c(-c2ccccc2)nc2ccc(Cl)cn12	5	0.95
C/C(=N\NC(=O)CC#N)c1cc2ccc(O)cc2oc1=O	48	0.52
Cc1[nH]c(=O)[nH]c1CN1CCCCC1	6	0.94
COc1cccc(Cn2c(N)c(C#N)c3nc4ccccc4nc32)c1OC	-11	1.1
COC(=O)[C@@]1(C)[C@H]2C(=O)N(C)C(=O)[C@H]2[C@H]2CN(C)C(=NC3CCCCC3)N21	5	0.95
COCCn1c(SCc2nc3sc(C(=O)OC)c(C)c3c(=O)[nH]2)nc2ccccc21	8	0.92
CCn1c(N2CCN(C(=O)C34CC5CC(CC(C5)C3)C4)CC2)nc2ccccc21	3	0.97
CCC1CCC(NC(=O)Nc2cccc(OC)c2)CC1 (stereo not given)	-137*	2.4*
Cc1nn(Cc2cccc(C(=O)NCC(C)C)c2)c(C)c1Br	2	0.98
O=c1c2[nH]c3ccccc3c2ncn1Cc1cccnc1	-8	1.1
O=C1OCCN1C(=O)[C@H]1[C@H](c2ccc([N+](=O)[O-])cc2)C(c2cccc(Cl)c2)=NN1c1ccc(Br)cc1	9	0.91
O=C1OCCN1C(=O)[C@H]1[C@H](c2ccc([N+](=O)[O-])cc2)C(c2ccccc2)=NN1c1ccccc1	-2	1
COc1cc(-c2nnn(CC(=O)N3CCOCC3)n2)cc(OC)c1OC	6	0.94
CC[C@]12c3[nH]c4ccc(OC)cc4c3CCN1C(=O)C(CC(=O)NCc1ccco1)C[C@@H]2C(=O)N1CCN(C(=O)c2ccco2)CC1 (stereo not given in full)	-6	1.1
Cc1c(CCOC(=O)C23CC4CC(CC(C)(C4)C2)C3)sc[n+]1CC(=O)c1ccccc1	13	0.87
Cc1ccc(Cn2c(Sc3ncccn3)nc3c2c(=O)[nH]c(=O)n3C)cc1	-6	1.1
CCC(C)OC(=O)C1=C(C)NC2=C(C(=O)C(C(=O)OC)C(C)C2)C1c1ccc(N(C)C)cc1 (stereo not given)	-6	1.1
Continued:
SMILES	IAP activation	IAP activation Fold change
COc1ccc(Cn2c(C)ccc2C)cc1	-14	1.1
CCc1ccc(OCCNC(=O)c2ccccc2SCc2ccccc2)cc1	-6	1.1
O=C(NC1CCCCC1)N1CCSC1=Nc1ccccc1	0	1
O=C(CN1CCN(Cc2ccc(F)cc2Cl)C1=O)NCCc1ccc(Cl)cc1	7	0.93
O=C(Nc1ccccc1)C1(c2ccccc2)CC1(Cl)Cl (stereo not given)	-17	1.2
C=CCn1c(Cc2cccs2)nnc1SCC(=O)c1ccc(F)cc1	-9	1.1
CN(C)C(=O)c1c2c(nc3ccccc13)-c1ccccc1CC2	-2	1
O=C(Nc1ccc(N2CCCCC2)c(C(=O)O)c1)c1ccco1	-1	1
CCN=C1SC(C(N)=O)CC(=O)N1CC (stereo not given)	2	0.98
O=C(c1ccco1)c1cn(CC(=O)N2CCCCC2)c2ccccc12	6	0.94
O=c1[nH]nc(Sc2ncnc3sccc23)n1CCc1ccccc1	2	0.98
COc1ccc(S(=O)(=O)N(CC(=O)NCC2CCCO2)c2ccccc2)cc1OC (stereo not given)	-2	1
CCNc1nc(SCC(=O)OC)nc(N2CCOCC2)n1	7	0.93
S=C(NCc1ccccc1)NCc1ccc(CNC(=S)NCc2ccccc2)cc1	-39	1.4
CCCCOc1ccc(-c2nnc(-c3ccncc3)o2)cc1	6	0.94
Cc1[nH]nc(Nc2ccccc2)c1[N+](=O)[O-]	12	0.88
COc1ccccc1-c1c(C)c(C)nc(N)c1C#N	8	0.92
C[C@@H]1C(c2ccc(F)cc2)=NN(c2ccc(Br)cc2)[C@H]1C(=O)N1CCOC1=O	-4	1
CCn1c(SCC(N)=O)nnc1-c1ccc2[nH]c(C)c(C)c2c1	0	1
Cc1ccc(Cn2cccc2C2=NC(C)CO2)cc1 (stereo not given)	7	0.93
O=c1[nH]c2ccccc2nc1N1CCOCC1	4	0.96
CCCCCCSc1nsc(N)n1	6	0.94
Cc1ccc2c(c1)c(C)c(C)n2CC(O)Cn1nc(C)c(Br)c1C (stereo not given)	5	0.95
COc1ccc(-c2nnc3sc(-c4ccco4)nn23)cc1OC	9	0.91

Exported as labelled records: part of the list above
smiles: CCCCOc1ccc(-c2nnc(-c3ccncc3)o2)cc1
  IAP activation: 6
  IAP activation Fold change: 0.94
smiles: Cc1[nH]nc(Nc2ccccc2)c1[N+](=O)[O-]
  IAP activation: 12
  IAP activation Fold change: 0.88
smiles: COc1ccccc1-c1c(C)c(C)nc(N)c1C#N
  IAP activation: 8
  IAP activation Fold change: 0.92
smiles: C[C@@H]1C(c2ccc(F)cc2)=NN(c2ccc(Br)cc2)[C@H]1C(=O)N1CCOC1=O
  IAP activation: -4
  IAP activation Fold change: 1
